MEX-5 binding: C. elegans MEX-5 TCR-2 RNA binding activity | activity score (negative = inhibition of binding), % at 10 µM | 300,000 tested, 0.38% active | AID 1832 | MEX-5/FITC-TCR2 RNA binding, fluorescence polarization; stronger effect = lower value;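 active = inhibition past about -25% in most replicates, and total fluorescence under double the plate's negative control median, limit read from the data; inconclusive = replicates evenly split on the limit, or fluorescence at least double controls; inactive = too little inhibition in most replicates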;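 note: 0% = DMSO and -100% = 5 µM competing unlabeled TCR2 RNA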
Target sequence (Q9XUB2 whole entry, looked up): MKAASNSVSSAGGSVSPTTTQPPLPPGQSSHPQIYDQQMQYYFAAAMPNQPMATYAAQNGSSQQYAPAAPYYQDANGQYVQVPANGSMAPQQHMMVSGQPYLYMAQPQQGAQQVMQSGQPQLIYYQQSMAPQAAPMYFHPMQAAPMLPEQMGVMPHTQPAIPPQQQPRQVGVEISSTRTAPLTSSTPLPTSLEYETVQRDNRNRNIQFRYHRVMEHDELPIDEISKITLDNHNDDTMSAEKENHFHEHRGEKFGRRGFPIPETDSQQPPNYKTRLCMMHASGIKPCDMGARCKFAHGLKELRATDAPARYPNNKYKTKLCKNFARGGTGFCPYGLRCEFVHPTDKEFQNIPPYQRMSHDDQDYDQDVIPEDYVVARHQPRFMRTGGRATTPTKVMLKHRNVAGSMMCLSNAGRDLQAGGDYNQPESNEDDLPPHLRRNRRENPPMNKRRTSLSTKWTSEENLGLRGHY
GLD-1 RNA inh: GLD-1-TGE RNA interaction inhibition (C. elegans); purified GLD-1 + fluorescein TGE RNA, fluorescence polarization; inhibition, % at 5.96 µM; 320,000 tested, 0.44% active; AID 2280;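 active = percent inhibition above a per-plate cutoff, the plate mean of test compounds plus 3 SD, cut at about 30% in these data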;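 note: 0% = DMSO wells with GLD-1 and probe and 100% = wells lacking GLD-1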
Target sequence (Q17339 whole entry, looked up): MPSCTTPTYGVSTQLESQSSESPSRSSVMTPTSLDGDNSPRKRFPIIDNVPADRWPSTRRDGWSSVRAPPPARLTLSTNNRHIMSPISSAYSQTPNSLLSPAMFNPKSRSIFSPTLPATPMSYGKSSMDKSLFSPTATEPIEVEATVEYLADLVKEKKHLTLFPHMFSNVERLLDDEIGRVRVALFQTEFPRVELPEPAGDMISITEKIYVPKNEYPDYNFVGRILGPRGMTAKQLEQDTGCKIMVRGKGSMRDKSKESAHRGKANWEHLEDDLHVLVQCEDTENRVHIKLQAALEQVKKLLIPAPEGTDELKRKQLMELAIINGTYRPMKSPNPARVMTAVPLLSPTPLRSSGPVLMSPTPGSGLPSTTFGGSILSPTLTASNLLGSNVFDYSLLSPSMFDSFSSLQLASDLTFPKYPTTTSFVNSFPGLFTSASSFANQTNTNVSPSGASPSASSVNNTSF
VLA-4 inh: inhibition in a human VLA-4 binding assay | VLA-4 expressing cells, ligand binding flow cytometry | 330,000 tested, 0.2% active | inhibition, % (about 7 µM as worked out from the volumes in the protocol); in the data active = inhibition above about 50%
AGP1-GFP MLPCN: yeast TOR pathway AGP1-GFP modulation; 320,000 tested, 0.02% active; AID 2066; GFP response vs DMSO, % at 10 µM; S. cerevisiae AGP1-GFP multiplex flow cytometry, 3 h; GFP as percent of DMSO wells;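 active = GFP response relative to DMSO above a set limit, near screen average plus 3 SD, cut at about 150% in these data; inconclusive = fewer than 70 cells counted for the yeast strain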;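 note: median GFP channel fluorescence of the gated AGP1 strain per well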
Fam108B inh: blocks mouse Fam108B hydrolase in RBBP9 counter-screen; AID 1947; 300,000 tested, 0.33% active; recombinant Fam108B, FP-Rh probe fluorescence polarization; inhibition, % at 9.51 µM;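 active = inhibition above the screen mean inhibition plus 3 SD, computed separately per campaign, cut at about 18% in these data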;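 note: inhibitors lower polarization as less probe binds the enzyme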
MCL1 BIM primary: disrupts human MCL1 binding to BIM-BH3 peptide; AID 2057; GST-MCL1 / FITC-Bim-BH3 fluorescence polarization; inhibition, % at 10.9 µM; 320,000 tested, 0.68% active;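 active = inhibition above the mean inhibition of all tested compounds plus 3 SD, set per campaign, cut at about 40% in these data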;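 note: 0% = DMSO wells and 100% = unlabeled Bim-BH3 peptide control; higher means more loss of mP so more displacement of Bim peptide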
GRK2 inh: inhibitors of human GRK2 displacing RNA aptamer | P25098 | bead flow cytometry, FAM-aptamer displacement from GRK2 | inhibition of aptamer binding, % at 10 µM | 330,000 tested, 0.59% active;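 active = inhibition of aptamer binding above 40%, roughly 3 SD of noise, on plates passing a quality check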;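 note: median bead fluorescence of bound FAM aptamer so fluorescent compounds give negative values; no value below 0 was filed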
BCLXL inh: blocks human Bcl-xL binding to Bim BH3 peptide; GST-Bcl-xL / FITC-Bim BH3 peptide fluorescence polarization; inhibition, % at 10.9 µM; 320,000 tested, 0.7% active;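 active = inhibition above the mean of all tested compounds plus 3 SD, cutoff set per campaign, cut at about 30% in these data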;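 note: 0% = DMSO wells and 100% = unlabeled Bim-BH3 peptide competitor; inhibitors lower millipolarization by displacing the labeled peptide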
CIT2-GFP yeast: yeast TOR pathway CIT2-GFP modulation; 320,000 tested, 0.065% active; S. cerevisiae CIT2-GFP strain, flow cytometry, 3 h; 100 means same as DMSO wells; GFP response vs DMSO, % at 10 µM; AID 2029;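 active = GFP response relative to DMSO above a set limit, near the screen mean plus 3 SD, cut at about 150% in these data; inconclusive = Fewer than 70 cells measured for a yeast strain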;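 note: ratio of well median GFP fluorescence to mean of DMSO wells on the plate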
The depositor's hits bear a star; u = inconclusive; x = not tested or not shown; [ ] = another dose, or the depositor's remark.

mol	MEX-5 binding	GLD-1 RNA inh	VLA-4 inh	AGP1-GFP MLPCN	Fam108B inh	MCL1 BIM primary	GRK2 inh	BCLXL inh	CIT2-GFP yeast
Cc1nc(NC(=O)c2ccc(Cl)cc2)nc2cc3c(cc12)OCO3	-2.3	-3.4	30.2	96.7	0.5	3.7	0.0	6.2	95.5
Cc1cccc(C(C)C)c1NC(=O)C1CCN(S(=O)(=O)c2ccccc2)CC1	-0.3	1.0	12.5	92.9	-1.0	4.4	4.0	1.8	x
Cc1cccc(CC(=O)c2c[nH]c3ccccc23)c1	1.9	-2.6	3.6	x	0.0	7.4	4.0	9.9	x
CC(C)CCn1cnc2c1c(=O)n(CC(=O)NC(N)=O)c(=O)n2Cc1ccccc1	1.5	7.3	9.7	102.3	2.7	3.9	2.0	8.2	104.9
Cc1cc(C)n(CC(=O)NNC(=O)c2ccc(NC(=O)CC#N)cc2)n1	x	4.6	3.4	91.7	x	6.4	3.0	5.4	90.5
CC(=O)c1c(C)[nH]c(C(=O)OC2CCCCC2=O)c1C (stereo unspecified)	-2.6	-8.2	4.3	111.9	-0.8	-4.8	0.0	1.3	90.0
CNCCCCOc1ccccc1Cc1ccccc1	0.0	-3.4	13.7	94.9	-0.2	-7.7	0.0	0.3	101.3
O=C1NC2(CCCCCC2)C(=O)N1Cc1ccccc1F	-0.8	-1.1	-15.5	80.4[may fluoresce red and violet]	0.2	-13.1	0.0	0.4	u
Cc1ccc(CSc2nnc(SCC(=O)N/N=C/c3ccccc3OCC(=O)O)s2)cc1	-5.2	2.2	-3.2	94.4	1.6	4.7	1.0	-2.6	95.9
CCOc1ccc2nc(NC(=O)c3ccc(OC)c(S(=O)(=O)N4CCOCC4)c3)sc2c1	-2.4	-4.6	-11.8	95.8	4.6	8.1	0.0	8.4	91.9
CS(=O)(=O)N(CC(=O)N1CCN(c2ccc(F)cc2)CC1)c1cccc(Cl)c1	3.1	-2.2	4.8	99.0	2.8	0.3	2.0	-2.7	99.2
Cc1ccc2c(c1)nnn2C1CCN(C(=O)c2ccccc2F)CC1	1.8	0.2	-10.5	90.6	-1.1	0.8	4.0	3.7	101.5
Fc1ccc(NC(=S)N2CCOCC2)cc1Cl	u	0.7	15.0	101.2	0.4	2.0	0.0	3.5	89.4
CC(=O)Nc1ccc(S(=O)(=O)N2CC(=O)NC(=O)C2)cc1	-0.3	8.7	-1.5	91.8	-1.9	4.3	3.0	6.3	89.7
CCCCCOC(=O)c1ccc(NC(=O)c2cccc(NC(=O)c3ccccc3C(=O)O)c2)cc1	3.8	5.3	16.7	101.4	0.4	10.9	0.0	7.3	95.9
CC(NC(=O)c1nn(C)c(=O)c2ccccc12)c1ccccc1 (stereo unspecified)	1.1	5.0	4.2	102.3	-0.2	6.2	0.0	6.1	94.6
O=C1CCC/C1=c1\s/c(=C\c2cccnc2)c(=O)n1-c1ccccc1	-25.7*	3.0	1.0	89.6	0.0	-9.6	0.0	-3.1	89.7
CC1(C)CC(=O)C2=C(C1)NC(Nc1nc3ccccc3o1)=NC21CCCCC1	-0.1	2.0	-1.4	98.2	0.1	-2.8	0.0	-1.0	102.2
COc1ccc(Cc2nnc(SCC(=O)Nc3ccc(N4CCOCC4)cc3)o2)cc1	-0.6	6.7	-1.4	101.9	0.3	4.9	0.0	4.1	100.3
CCOc1ccc2nc(NC(=O)CN3CCN(CC)CC3)sc2c1	0.6	x	1.4	102.4	x	x	0.0	x	108.9
Cc1c(NC(=O)/C(C#N)=C/c2c(Oc3ccccc3)nc3ccccn3c2=O)c(=O)n(-c2ccccc2)n1C	0.4	2.5	1.7	100.3	1.8	-7.2	0.0	6.7	102.4
CC(=O)NCCc1nc2cc(NC(=O)c3cccs3)ccc2n1C	2.0	0.4	0.5	49.9[may fluoresce violet]	-4.6	3.1	0.0	1.9	u
COC(=O)c1cnc(Nc2cccc(C(F)(F)F)c2)c([N+](=O)[O-])c1	-1.1	5.8	8.7	103.0	1.2	7.4	0.0	6.8	94.7
COCCCNS(=O)(=O)c1ccccc1	0.7	7.3	6.3	100.2	-0.4	-5.5	1.0	-1.7	99.4
COc1ccccc1C/C(N)=N/OC(=O)c1cccc([N+](=O)[O-])c1C	-0.1	8.0	10.8	91.9	0.9	-0.4	0.0	4.0	100.2
Cc1cccc(C(=O)NCC(=O)OCC(=O)N2CCCCC2)c1	1.9	-3.8	15.2	95.2	-6.2	4.6	0.0	0.9	95.6
COc1ccc(-c2nnc(SC(C)C(=O)Nc3cccc(Cl)c3)o2)cc1 (stereo unspecified)	1.8	1.6	30.8	90.0	-2.9	9.7	1.0	3.3	77.0
CCOc1ccccc1NS(=O)(=O)c1ccc2oc(=O)ccc2c1	-0.9	-28.5	12.1	102.0	-2.5	5.4	3.0	1.9	105.1
Cc1ccc(NC(=O)CSc2ccc(-c3cccnc3)nn2)cc1Cl	-2.8	-1.7	10.4	98.5	1.5	3.6	14.0	6.8	94.1
O=c1[nH]c2cc3c(cc2cc1CN(CCCO)C(=S)NCc1ccco1)OCO3	1.8	7.5	0.8	110.2	-1.7	8.9	2.0	6.8	98.5
COc1ccc(C(=O)Nc2cc3c4c(c2)C(C)C(=O)N4CCC3)c(OC)c1 (stereo unspecified)	-2.8	-2.4	1.6	103.8	-0.5	-5.9	0.0	-3.8	85.9
Cc1cc(OC(=O)c2ccc(S(=O)(=O)N3CCCC3)cc2)c([N+](=O)[O-])c(=O)[nH]1	-1.4	-1.2	5.2	100.7	-2.1	4.0	0.0	6.2	102.3
COc1cc(C)c(S(=O)(=O)N2CCOCC2)cc1C(C)C	0.1	5.8	20.2	97.2	-1.9	7.9	3.0	4.8	97.6
CC(=O)c1ccc(S(=O)(=O)NC2CC(=O)N(c3cccc(F)c3)C2)cc1 (stereo unspecified)	2.6	-2.4	17.8	105.4	-3.1	-2.3	3.0	2.3	94.9
O=C(O)CSc1ncnc2c1oc1ccccc12	0.5	-5.8	2.6	102.8	6.4	2.9	3.0	7.9	103.7
O=C(O)Cn1c(-c2cscn2)nc2ccccc21	-0.4	-2.2	10.4	109.4	0.2	10.8	1.0	3.4	109.1
Cc1ccc(Cn2c(CN3CCOCC3)nc3c2c(=O)n(C)c(=O)n3C)cc1	0.6	-7.2	-11.6	105.7	-1.7	-2.0	3.0	2.3	108.4
Nc1ccccc1NC(=O)NC(=O)c1ccccc1	-2.2	-0.7	-15.7	102.3	4.7	2.3	0.0	1.5	99.9
O=C1CN(C(=O)NCCC(=O)NC2CCCCC2)c2ccccc2N1	3.5	6.8	11.3	100.5	2.4	68.8*	0.0	8.1	110.0
CCN(CC)S(=O)(=O)c1ccc(N2Cc3ccccc3C2=N)cc1	-0.2	-0.9	3.7	106.5	0.9	2.6	0.0	4.6	102.5
COc1ccc(CCNC(=O)COc2ncnc3ccccc23)cc1OC	-1.0	3.0	8.9	104.9	0.6	-1.3	0.0	0.3	106.0
O=C(O)CC(c1ccc(F)cc1F)N1Cc2ccccc2C1=O (stereo unspecified)	-0.2	0.5	10.8	106.2	-1.3	10.9	0.0	7.8	102.7
O=C(CCSc1ccccc1)Nc1ccc(S(=O)(=O)Nc2ncccn2)cc1	-2.4	3.4	-5.6	87.3	1.9	0.8	0.0	0.1	x
CCOC(=O)C(CCCCCCC(NC(C)=O)(C(=O)OCC)C(=O)OCC)(NC(C)=O)C(=O)OCC	-0.4	-2.9	-9.8	116.6	0.1	4.5	0.0	7.9	113.0
CC(C)SCCCCOc1ccc2ccccc2c1	2.5	0.4	2.4	101.5	4.4	4.3	2.0	2.9	112.5
CC(C)NS(=O)(=O)c1ccc(OCC(=O)NC2CCCCCC2)cc1	0.1	5.2	11.0	102.3	1.6	8.2	0.0	8.6	107.7
Cc1[nH]c(=O)[nH]c(=O)c1N(C)C	1.3	9.5	-3.0	102.1	3.4	10.6	2.0	0.1	97.6
CCOc1cc(C)c(S(=O)(=O)N2CCCCC2)cc1C	1.7	-5.2	16.7	102.1	0.8	7.4	2.0	2.9	80.0
Cc1ccc(OC(C)C(=O)N=Nc2c(O)[nH]c3ccc([N+](=O)[O-])cc23)cc1 (stereo unspecified)	0.8	4.8	7.5	93.9	6.9	5.8	18.0	13.0	96.0
O=C(CN1C(=O)S/C(=C\c2ccccn2)C1=O)Nc1ccccc1	x	x	-8.1	90.3	x	x	0.0	x	92.3
Cc1ccc(Cl)cc1S(=O)(=O)N1CCC(C(=O)NC2CCN(Cc3ccccc3)CC2)CC1	-0.3	1.8	-2.2	103.6	0.6	2.3	0.0	8.1	105.6
CN(C)C(=O)CNc1n[nH]c(=S)[nH]c1=O	2.1	1.2	6.7	98.8	-3.0	7.9	3.0	-1.8	104.9
Cc1ccoc1C(=O)Nc1cccc(Oc2ccccc2)c1	-2.3	5.7	-9.4	100.5	-0.5	5.6	3.0	5.5	93.4
CCN(CC(=O)NC(c1ccccc1)c1ccccc1)Cc1nc2ccccc2c(=O)[nH]1	7.3	-0.1	10.7	98.7	-1.2	-4.3	0.0	4.9	99.5
O=C(c1ccccc1)N1CCCC(C(=O)N2CCc3ccccc3C2)C1 (stereo unspecified)	1.6	-0.3	25.5	103.3	2.8	-4.1	0.0	-0.7	99.0
CN(C)CCCNc1nc(N)c([N+](=O)[O-])c(NCCO)n1	-0.4	0.7	6.7	105.8	-0.3	-2.4	0.0	-0.4	104.3

(listing goes on)
mol	MEX-5 binding	GLD-1 RNA inh	VLA-4 inh	AGP1-GFP MLPCN	Fam108B inh	MCL1 BIM primary	GRK2 inh	BCLXL inh	CIT2-GFP yeast
COc1ccc(C(=O)NC(=S)NNC(=O)c2ccc(C)cc2)cc1	1.3	7.9	1.0	105.9	-1.1	4.9	0.0	1.2	104.3
O=C1CCCC2=C1C(c1cccc(O)c1)C1=C(N2)c2ccccc2C1=O (stereo unspecified)	-3.2	-5.3	-4.9	119.7	3.0	1.5	1.0	3.3	97.5
CN1CCN(CCCc2c3c(cc4c2CCC4)CCC3)CC1	0.9	1.6	0.4	94.6	0.6	3.3	0.0	5.0	102.1
Cc1cc2oc(C(=O)NC3CCS(=O)(=O)C3)c(C)c2cc1C (stereo unspecified)	0.6	1.9	21.9	107.6	1.6	-11.2	2.0	-5.2	92.1
CC(NC(=O)c1ccc2ccccc2n1)c1ccccc1 (stereo unspecified)	-0.9	1.5	0.0	105.3	-3.5	-5.2	3.0	3.2	104.4
CN(CC(=O)Nc1ccccc1C(F)(F)F)C(=O)Cc1ccccc1F	2.2	3.2	3.7	94.6	-1.6	-13.8	0.0	0.3	87.5
CC(C)n1c(-c2ccccc2F)n[nH]c1=S	3.4	8.2	-8.6	108.3	-3.4	-7.0	0.0	-3.6	104.2
CSc1ccc(NC(=O)Nc2cc(C)ccn2)cc1	-0.9	-0.2	-7.2	98.3	2.2	-0.7	5.0	1.3	106.9
CCOc1ccc(N(CC(=O)NCc2ccc(F)cc2)C(=O)c2snc(C(N)=O)c2N)cc1	-1.5	7.8	9.8	109.1	3.7	-8.0	0.0	1.1	108.2

High-throughput results: PubChem BioAssay, several laboratories
